TAAR1 ag = human TAAR1 agonism; Q96RJ0; CHO RD-HGA16 TAAR1, Fluo-8 calcium fluorescence; vehicle wells 0%, saturating PEA agonist 100%; activation, % at 3 µM; 0.99% of 360,000 active;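 active means activation above the mean activation of all test compounds in the run plus 3 SD, cut at about 38% in these data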
Target sequence (Q96RJ0 whole entry, looked up): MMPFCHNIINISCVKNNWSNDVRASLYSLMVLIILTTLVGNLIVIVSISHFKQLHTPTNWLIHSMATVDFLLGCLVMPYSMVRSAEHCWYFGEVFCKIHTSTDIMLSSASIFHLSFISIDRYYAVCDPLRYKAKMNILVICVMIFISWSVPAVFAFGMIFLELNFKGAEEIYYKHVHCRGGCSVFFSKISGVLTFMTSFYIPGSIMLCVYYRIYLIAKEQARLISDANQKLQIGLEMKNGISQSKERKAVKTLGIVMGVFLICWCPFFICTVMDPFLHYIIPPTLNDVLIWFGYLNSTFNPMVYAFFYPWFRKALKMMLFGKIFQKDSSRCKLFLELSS
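Signal – calcium-sensitive Fluo-8 signal, excitation 470-495, emission 515-575 nm · System – RD-HGA16 (CHO) cells co-expressing Gα16 and hTAAR1 · Incubation – 17-24 h seeding, 75 min 37 °C dye, 30 min RT · Compound dosing – 3 µM single concentration · Repeats – no replicates (n 1)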
CHO parental Ca = counter-screen for OX1R antagonists: effect in parental CHO cells; parental CHO-K1, ATP-induced calcium, Fluo-8 fluorescence; inhibition, % at 5.6 µM; 0.63% of 330,000 active; AID 463079;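 active means inhibition above that plate's mean sample inhibition plus 3 SD, cut at about 26% in these data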;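 further: 0% = ATP-challenged DMSO wells and 100% = DMSO wells without ATP; some compounds past the cut are filed as inactive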
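Material: Parental CHO cells | Reagent: ATP | Compound dosing: Single nominal dose of 5.6 µM per compound | Detection: Intracellular calcium via Fluo-8 no-wash fluorescent dye | Read-out: % inhibition of ATP-induced calcium mobilization | Benchmarks: Low control ATP plus DMSO, high control DMSO only | Replicates: Singlicate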
CHO-K1 Ca antag = nonselective inhibitor or artifact in parental CHO-K1 cells | ATP-induced calcium, Fluo-8 fluorescence | inhibition, % at 3 µM | AID 602250 | 0.6% of 360,000 active;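 active means inhibition above a per-plate cutoff, the plate's mean sample inhibition plus 3 SD, cut at about 24% in these data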;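 further: 0% = DMSO plus EC80 ATP and 100% = DMSO alone without ATP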
OXTR potentiate = potentiators of human oxytocin receptor | CHO-OTR cells, Fluo-8 calcium fluorescence, potentiator mode; 0% = oxytocin EC15, 100% = EC100 | activation, % at 3 µM | 0.061% of 320,000 active;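 active means activation above that plate's cutoff, the mean activation of tested compounds plus 3 SD, cut at about 6.6% in these data, passing the limit was not always enough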;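 further: 100% uses oxytocin at 75 nM as the full agonist control; some results filed as inactive read as strong as hits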
Target sequence (P30559 whole entry, looked up): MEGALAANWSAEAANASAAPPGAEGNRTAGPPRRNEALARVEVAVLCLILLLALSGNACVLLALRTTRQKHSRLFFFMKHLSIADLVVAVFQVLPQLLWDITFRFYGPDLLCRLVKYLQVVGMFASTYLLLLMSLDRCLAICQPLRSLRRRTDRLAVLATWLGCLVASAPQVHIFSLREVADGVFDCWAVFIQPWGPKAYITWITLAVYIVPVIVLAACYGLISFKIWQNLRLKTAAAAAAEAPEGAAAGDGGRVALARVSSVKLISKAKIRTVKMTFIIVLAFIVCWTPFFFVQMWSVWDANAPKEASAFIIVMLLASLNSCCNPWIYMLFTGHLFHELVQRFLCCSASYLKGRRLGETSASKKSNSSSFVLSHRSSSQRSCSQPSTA
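test system = CHO-OTR cells, human receptor | compound = single-point 3.0 µM | schedule = 6 min compound pre-incubation at room temperature, 100 s kinetic read | signal = Fluo-8 no-wash calcium dye fluorescence, excitation 470-495 nm, emission 515-575 nm | repeats = single well per compound, singlicate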
TAAR1 antagonist = antagonists of human TAAR1; Q96RJ0; 1.5% of 360,000 active; CHO RD-HGA16 TAAR1, Fluo-8 calcium fluorescence, antagonist; inhibition, % at 3 µM;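 active means inhibition above a per-plate cutoff, the mean inhibition of test compounds on that plate plus 3 SD, cut at about 49% in these data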;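 further: 0% = DMSO plus EC80 beta-PEA response and 100% = DMSO alone without agonist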
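Test system – hTAAR1-expressing CHO RD-HGA16 cells, Gα16-coupled · Reagent – β-PEA at EC80 concentration, post-compound challenge · Compound dosing – 3 µM, single point · Timing – 140 s kinetic read after compound, 140 s after agonist · Detection – Fluo-8 intracellular calcium dye fluorescence, real-time kinetic reads · Control set – DMSO and EC80 PEA controls · Repeats – n of 1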
CHRM1 agonist = human M1 muscarinic receptor agonism | P11229 | CHO-K1 hM1, Fluo-8 calcium fluorescence, agonist mode; 0% DMSO, 100% acetylcholine EC100 | activation, % at 3 µM | 0.33% of 360,000 active;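 active means activation above the run's mean compound activation plus 3 SD, cut at about 16% in these data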;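 further: peak over basal fluorescence ratio within a 140 s kinetic read after compound addition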
M1 PAM parental = M1 PAM counterscreen hit in parental CHO-K1 cells; ATP EC20, Fluo-8 calcium fluorescence; 0% at ATP EC20, 100% at ATP max; activation, % at 3 µM; 0.02% of 360,000 active; AID 602247;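 active means activation above the run cutoff, the mean activation of all test compounds plus 3 SD, cut at about 40% in these data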;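 further: peak over basal fluorescence ratio in a 140 s read after ATP addition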
CHRM1 antagonist = antagonists of human M1 muscarinic receptor; CHO-K1 hM1, Fluo-8 calcium fluorescence, ACh EC80 antagonist; 1.3% of 360,000 active; P11229; AID 588852; inhibition, % at 3 µM;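 active means percent inhibition above its own plate's cutoff, namely the mean of that plate's compound wells plus 3 SD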;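 further: peak over basal fluorescence ratio during 140 s after agonist addition; 0% = ACh EC80 plus DMSO and 100% = DMSO alone without agonist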
CHO-K1 Ca ag = M1 agonist counterscreen hit in parental CHO-K1 cells; AID 602248; activation, % at 3 µM; Fluo-8 calcium fluorescence; scaled to maximal ATP response, vehicle zero; 0.48% of 360,000 active; in the data active means activation above about 15%;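 further: untransfected CHO-K1 host cells lacking M1 receptor as counterscreen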
* hit, by the source's call; . = no result given.

nr	Molecule	CHO-K1 Ca ag	CHRM1 agonist	CHO parental Ca	TAAR1 ag	TAAR1 antagonist
1	Cc1c(-n2cc(C(=O)c3cc(F)ccc3O)cc(C#N)c2=O)c(=O)n(-c2ccccc2)n1C	3.5	-13	-20	5	-11
2	CC(C)c1cc(CNC(=O)c2cc(COc3cncc(Cl)c3)on2)on1	16*	-2	.	2	0
3	O=C(N/N=C/c1ccccn1)c1ccc(Br)o1	-0.1	-1	-13	4	-2
4	O=C(O)CCNS(=O)(=O)c1ccc2c(c1)OCCCO2	-0.1	-2	-3	1	-26
5	Cc1ccc(CC(=O)NC2CCN(C)CC2)cc1	0.2	-4	-2	2	-1
6	N#C/C(=N\Nc1ccc(S(=O)(=O)N2CCCCC2)cc1)C(N)=S	9.2	8	-2	11	-1
7	O=C1CCCC(=O)C1C(=O)C1CCN(S(=O)(=O)c2ccccc2)CC1	0.5	-4	-14	3	-7
8	O=C(COc1ccc(S(=O)(=O)Nc2cccc(C(F)(F)F)c2)cc1)N1CCOCC1	7.5	10	-12	17	12
9	Cc1cc(C)cc(NC(=S)N2CCC(NC(=O)c3ccc(F)cc3)CC2)c1	0.4	-5	0	5	-14
10	COc1ccccc1NC(=O)c1nn(-c2ccc(Cl)cc2)ccc1=O	0.2	-3	-2	3	2
11	O=C(c1cccc(S(=O)(=O)N2CCOCC2)c1)N1CCCC1	0.1	-2	-4	9	-9
12	COc1ccc(/C=C(\C#N)C(=O)OCCNC(=O)c2ccncc2)cc1	0.2	-3	-7	1	3
13	O=C1CC(N2CCCCCC2)C(=O)N1c1ccc2c(c1)OCO2 (configuration not stated)	-0.5	-7	0	1	-6
14	COc1ccc(CNC(=O)CC2C[C@H](C(=O)N(C(C)C)C(C)C)[C@@]3(C)c4[nH]c5ccccc5c4CCN3C2=O)cc1OC (some centres not stated)	-0.2	-7	-29	0	5
15	O=C1CNC(=O)/C(=C\c2ccc(F)cc2)N1	0.2	1	-3	-1	-6

nr	OXTR potentiate	CHO-K1 Ca antag	CHRM1 antagonist	M1 PAM parental
1	-11	-3	-1	18
2	.	11	-4	-12
3	0	5	-6	6
4	-3	-5	-1	-14
5	-5	-8	-12	6
6	-6	-14	-5	17
7	-3	-10	-1	24
8	-10	-8	-8	11
9	-7	-15	-6	14
10	-9	-13	-10	13
11	-11	4	-8	2
12	7	0	1	2
13	0	-7	9	18
14	-2	-1	-10	6
15	-12	13	2	-6

Later entries
nr	Molecule	CHO-K1 Ca ag	CHRM1 agonist	CHO parental Ca	TAAR1 ag	TAAR1 antagonist
16	CCc1c(C)nc(SCCOc2ccc(OC(C)C)cc2)[nH]c1=O	0.5	-2	-3	9	1
17	OC1CCC(Nc2ccn3nc(-c4cccc(OCc5ccccc5)c4)cc3n2)CC1 (configuration not stated)	5.3	7	.	15	53*
18	O=C(NN1C(=O)c2ccccc2NC1c1ccc([N+](=O)[O-])o1)c1ccc(Br)cc1 (configuration not stated)	1.2	3	-3	4	10
19	O=C(O)CCS(=O)(=O)c1cccc2cccnc12	0.2	-1	-2	6	-1
20	CCc1ccc(NC(=O)NNC(=O)c2cc3ccccc3cc2O)cc1	0.7	-2	10	1	-27
21	C[C@H]1CN([C@@H](C)CO)S(=O)(=O)c2ccc(Br)cc2O[C@@H]1CN(C)S(=O)(=O)c1ccccc1F	0.1	-2	.	2	-21
22	COc1ccccc1C(=O)Nc1ccc(C)cc1C(=O)c1ccccc1	0.2	-10	-12	6	-12
23	O=CNc1cc(-c2ccc(C(=O)NC3CC3)cc2)cn2c(-c3ccccc3)cnc12	3.4	-4	.	7	32
24	COc1ccc(C2NC(=O)Cc3cc(OC)c(OC)cc32)cc1OC (configuration not stated)	1.3	-2	-8	0	-7
25	O=c1[nH]c(SCc2c(Cl)cccc2Cl)nc2ccccc12	0.1	-3	-13	-1	-8
26	O=C(Oc1ccc(F)cc1)c1cccnc1	3.8	-2	-4	2	0
27	CN(CC(=O)Nc1cccc(S(=O)(=O)NC2=NCCC2)c1)Cc1cccc(F)c1	-0.2	-3	-19	5	-14
28	O=C(O)c1ccc(/C=C2\CCCc3c2nc2ccccc2c3C(=O)O)cc1	5.5	-3	1	3	2
29	CC1(C)C2CCC1(CS(=O)(=O)Nc1ccc(S(=O)(=O)N3CCCC3)cc1)C(=O)C2 (configuration not stated)	0.8	-7	6	1	-13
30	Cc1cccc(N2CCN(S(=O)(=O)c3ccc4c(c3)C(C)(C)C(=O)N4C)CC2C)c1 (configuration not stated)	3.6	-3	-8	3	-13

nr	OXTR potentiate	CHO-K1 Ca antag	CHRM1 antagonist	M1 PAM parental
16	-10	-13	-12	12
17	.	29*	20	-7
18	-14	-10	-17	15
19	0	-16	-16	9
20	-2	-1	-4	0
21	.	1	-4	10
22	-2	-15	-17	29
23	.	-3	2	4
24	3	-11	-6	5
25	-6	-20	-4	16
26	-5	-4	8	-8
27	4	-2	-2	-4
28	-8	-19	-11	5
29	-1	-5	4	17
30	-12	-13	2	-1

Carrying on:
nr	Molecule	CHO-K1 Ca ag	CHRM1 agonist	CHO parental Ca	TAAR1 ag	TAAR1 antagonist
31	CCOc1ccccc1N=C1SC(CC(=O)Nc2ccc(OC)cc2OC)C(=O)N1CCC1=CCCCC1 (configuration not stated)	0.2	-9	-1	7	-12
32	O=C(CSc1nnc2scc(-c3ccc(F)cc3)n12)NCc1ccco1	-0.2	-2	-14	13	1
33	Cc1ccc(N(C(=O)c2ccco2)C(C(=O)NC2CCCC2)c2cccnc2)cc1 (configuration not stated)	-1.0	2	-8	7	-39
34	CC1C(=O)N2CCCc3cc(S(=O)(=O)N(C)c4ccccc4)cc1c32 (configuration not stated)	0.2	1	-24	0	0
35	O=C(NC(=S)N1CCCCC1)c1csc([N+](=O)[O-])c1	0.5	0	-1	2	-11
36	COc1cc(F)ccc1-c1cc(C(=O)NCc2ccc(F)cc2)[nH]n1	1.8	-3	.	17	-27
37	CCN=C1S/C(=C\c2cc(OCC)c(O)cc2Br)C(=O)N1CC	0.1	-10	-21	1	-7
38	C=CCOc1ccccc1CNc1cccc(F)c1	-0.6	-2	-13	0	14
39	COC(=O)C(O)(NC(=O)c1ccncc1)C(F)(F)F (configuration not stated)	0.3	-2	4	1	-12
40	CCC(=O)Nc1nc(OC)cc(OC)n1	-0.2	1	-5	12	-12
41	Cc1cccc(CC(=O)N2CCN=C2SCc2ccc([N+](=O)[O-])cc2)c1	0.9	-7	-10	4	5
42	O=C(Nc1ccc(Br)cn1)c1coc(=O)c(Br)c1	1.0	-3	-5	0	-47
43	COc1ccc(CNC(=O)CCCc2ccccc2)cc1	0.5	-6	-8	7	-19
44	Cc1ccccc1NC(=O)c1ccc2c(c1)C(=O)N(CCC(C)C)C2=O	4.2	2	-11	9	-19
45	CCn1c2ccccc2c2nnc(SCC(=O)OCN3C(=O)c4ccccc4C3=O)nc21	0.1	-2	-16	8	12

nr	OXTR potentiate	CHO-K1 Ca antag	CHRM1 antagonist	M1 PAM parental
31	-5	-12	5	26
32	-4	2	-2	-7
33	-5	-19	-20	19
34	-7	-6	-2	-2
35	-14	-6	-10	13
36	.	0	-13	-1
37	-8	-12	-8	26
38	0	2	3	3
39	-6	-6	-3	5
40	-16	3	-16	-1
41	-7	-9	-8	8
42	-3	-12	-7	11
43	-10	-6	1	6
44	-2	4	-11	9
45	-3	-1	-1	15

Overlap with the part before: 5 compounds, followed by the next part.
nr	Molecule	CHO-K1 Ca ag	CHRM1 agonist	CHO parental Ca	TAAR1 ag	TAAR1 antagonist
41	Cc1cccc(CC(=O)N2CCN=C2SCc2ccc([N+](=O)[O-])cc2)c1	0.9	-7	-10	4	5
42	O=C(Nc1ccc(Br)cn1)c1coc(=O)c(Br)c1	1.0	-3	-5	0	-47
43	COc1ccc(CNC(=O)CCCc2ccccc2)cc1	0.5	-6	-8	7	-19
44	Cc1ccccc1NC(=O)c1ccc2c(c1)C(=O)N(CCC(C)C)C2=O	4.2	2	-11	9	-19
45	CCn1c2ccccc2c2nnc(SCC(=O)OCN3C(=O)c4ccccc4C3=O)nc21	0.1	-2	-16	8	12
46	FC(F)(F)c1cccnc1-n1cncn1	-0.1	-1	1	1	-24
47	CCCCNc1c(-c2ccc(SC3CCCCC3)c(OC)c2)nc2ccc(Cl)cn12	-0.4	-6	-23	6	22
48	CCOc1ccccc1NC(=O)C(OC(=O)c1ccccc1O)c1ccccc1 (configuration not stated)	1.4	-7	-21	1	8
49	O=C(O)C1CC=CCC1C(=O)Nc1cccc(C(=O)N2CCCCC2)c1 (configuration not stated)	0.1	-3	-3	10	3

nr	OXTR potentiate	CHO-K1 Ca antag	CHRM1 antagonist	M1 PAM parental
41	-7	-9	-8	8
42	-3	-12	-7	11
43	-10	-6	1	6
44	-2	4	-11	9
45	-3	-1	-1	15
46	-16	0	0	2
47	-10	-7	-4	-11
48	-13	-19	-6	32
49	6	-10	3	14

From PubChem
